Screening data: PubChem, several laboratories
PLK1 kinase inh: inhibitors of human PLK1 kinase; 0.53% of 97,000 active; inhibition, % at 10 µM; P53350; recombinant PLK1 kinase, TR-FRET peptide phosphorylation;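 active = inhibition of 50% or more in the single-concentration screen; inactive = inhibition below 50%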;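 also: 0% = DMSO max control and 100% = H-89 dihydrochloride min control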
FAK inh: blocks human focal adhesion kinase activity | inhibition, %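 (tested at 7 µM)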 | Q05397 | 0.84% of 97,000 active | biochemical FAK kinase activity assay; in the data active = inhibition above about 19%;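 also: 0% = DMSO and 100% = reference compound high control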
PLK1 PBD inh: Plk1 (human) PBD binding inhibition | P53350 | 0.13% of 97,000 active | Plk1 PBD phosphopeptide binding, fluorescence polarization | inhibition, %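 (tested at about 20 µM)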; in the data active = inhibition above about 34%, passing the limit was not always enough
Mac1 fbg inh: CD11b/CD18-fibrinogen binding inhibition | P05107+P11215 | K562 CD11b/CD18 adhesion to fibrinogen, ATPlite luminescence; Mn2+ added to activate the integrin | inhibition, % at 10 µM | 0.54% of 93,000 active | AID 1497;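 active = primary inhibition of 50% or more at 10 µM, then 40% or more on retest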; also: some results filed as inactive read as strong as hits
Target sequence (P05107 whole entry, looked up, other chains not shown): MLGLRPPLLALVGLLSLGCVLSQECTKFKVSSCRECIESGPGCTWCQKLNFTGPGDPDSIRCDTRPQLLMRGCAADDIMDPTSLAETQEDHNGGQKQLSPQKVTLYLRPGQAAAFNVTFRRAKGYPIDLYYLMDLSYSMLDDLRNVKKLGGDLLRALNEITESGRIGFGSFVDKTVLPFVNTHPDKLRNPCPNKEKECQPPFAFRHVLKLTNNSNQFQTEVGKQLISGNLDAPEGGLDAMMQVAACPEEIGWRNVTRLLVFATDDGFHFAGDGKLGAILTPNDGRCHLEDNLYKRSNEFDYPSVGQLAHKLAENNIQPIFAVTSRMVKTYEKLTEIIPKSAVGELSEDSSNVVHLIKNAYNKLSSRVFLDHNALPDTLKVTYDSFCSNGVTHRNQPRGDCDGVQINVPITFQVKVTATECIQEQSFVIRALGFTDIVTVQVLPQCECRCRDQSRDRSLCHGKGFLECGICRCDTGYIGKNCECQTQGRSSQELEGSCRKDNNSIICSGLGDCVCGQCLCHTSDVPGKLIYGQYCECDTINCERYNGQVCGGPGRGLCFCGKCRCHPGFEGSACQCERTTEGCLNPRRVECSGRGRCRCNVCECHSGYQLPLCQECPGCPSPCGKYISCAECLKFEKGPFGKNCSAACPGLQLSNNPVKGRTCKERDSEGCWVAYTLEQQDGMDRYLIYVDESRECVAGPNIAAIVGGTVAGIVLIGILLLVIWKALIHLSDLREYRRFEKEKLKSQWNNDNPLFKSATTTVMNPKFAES
CD11b adhes enh: CD11b/CD18-fibrinogen binding enhancement; P05107+P11215; AID 1499; 0.07% of 93,000 active; K562 CD11b/CD18 adhesion to fibrinogen, ATPlite luminescence; activation, % at 10 µM;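 active = 10 µM primary screen giving 50% or more activity, confirmed by 40% or more on retest at that dose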; also: strong numbers were not always called active
Rev-RRE block: disrupts HIV-1 Rev binding to RRE RNA; P05866; Rev peptide-RRE RNA binding, FRET; inhibition, % at 8 µM; 0.79% of 97,000 active;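 active = inhibition above the screen-wide mean plus 3 SD, cut at about 35% in these data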;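 also: 0% = median DMSO wells and 100% = median Neomycin B control wells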
Target sequence (P05866 whole entry, looked up): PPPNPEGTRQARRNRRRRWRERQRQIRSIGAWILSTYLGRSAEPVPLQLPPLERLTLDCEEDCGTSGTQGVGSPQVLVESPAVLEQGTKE
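Assay system: Rev peptide and RRE RNA, both fluorescently labelled; times: 5 min preincubation and 15 min binding, 25 °C; detection: FRET, ex 480 nm, em 540 and 671 nm; read-out basis: % inhibition from 671/540 nm acceptor-to-donor ratio, scaled between controls; benchmarks: DMSO low control, neomycin B high control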
ERa coact pot: ER-alpha (human) coactivator binding potentiation; TR-FRET ERalpha-LBD/SRC-Cy5 coactivator binding, 2 h; 100 = basal binding, no effect; 1.3% of 86,000 active; coactivator binding (% of control), % at 25.6 µM; P03372; AID 639; in the data active = activity above about 200%;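 also: binding measured in presence of low estradiol as agonist stimulus; 0% = peptide alone without receptor and 100% = receptor with peptide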
ERb SRC1 inh: blocks coactivator binding to human estrogen receptor beta; AID 633; TR-FRET ER-beta LBD / SRC1-Cy5 peptide binding; receptor agonist-loaded with 1 µM estradiol; 1.3% of 86,000 active; Q92731; inhibition, % at 25.6 µM;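 active = compounds whose percent inhibition of the receptor-coactivator binding signal exceeds about 50% in the single-dose screen, limit read from the data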;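 also: 0% = receptor plus peptide wells without compound and 100% = peptide-only wells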
ERa SRC1 inh: blocks coactivator binding to human estrogen receptor alpha; P03372; TR-FRET ER-alpha LBD / SRC-1 peptide, estradiol-bound; inhibition, % at 25.6 µM; 1.7% of 86,000 active; AID 629; in the data active = inhibition above about 50%;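 also: 0% = receptor plus peptide control and 100% = peptide only without receptor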
Starred values were filed as active, the others as inactive; / = no result given; [ ] = another dose, or the depositor's remark. Rows were taken by chance. Share with any hit: about 4.7%.

SMILES	PLK1 kinase inh	FAK inh	PLK1 PBD inh	Mac1 fbg inh	CD11b adhes enh	Rev-RRE block	ERa coact pot	ERb SRC1 inh	ERa SRC1 inh
N#Cc1nc(Cc2cccc3ccccc23)oc1NCC1CCCO1 (stereo not drawn)	-3	-5	-13	6	3	5	99	-5	-8
CN(C)CCN(C)Cc1ccc2c(c1)Cc1ccccc1-2	/	/	/	2	-1	/	102	12	2
CCC(=O)N1CCN(c2nc(C)nc3sc(C)c(C)c23)CC1	4	-5	0	-4	2	-2	93	2[fluorescence artefact?]	2[fluorescence artefact?]
CCCCOc1ccc2ccccc2c1C=O	-15	7	15	-12	-1	11	/	/	/
COc1ccc(CCNC(=O)CSc2nnnn2-c2ccccc2)cc1	/	/	/	-1	-2	/	129	-7[fluorescence artefact?]	8[fluorescence artefact?]
COc1ccc(N(CC(=O)Nc2cc(C)on2)S(=O)(=O)c2cc(C)ccc2C)cc1	/	/	/	-1	-2	/	96	-1[fluorescence artefact?]	0
O=C(CN1C(=O)NC(Cc2ccccc2)(Cc2ccccc2)C1=O)NCC1CCCCC1	-8	-2	-37	-6	-1	13	/	/	/
CCOC(=O)c1ccccc1NC(=O)COC	-7	-2	-4	-9	3	4	96	-11	-6
NC(=O)C1CCN(Cc2nc(-c3ccccc3)no2)CC1	-9	2	-4	-2	-2	4	109	-9	-6
CSCc1cc(N(C)C)nc(SCc2ccc(Cl)cc2Cl)n1	-8	1	-15	14	3	7	/	/	/
Clc1ccc(Sc2cnc3ccccc3n2)cc1	-16	1	18	13	-4	13	107	7	2
COC(=O)c1ccccc1NC(=O)c1cccc(NC(=O)CSCc2ccccc2)c1C	-7	-3	26	3	0	9	/	/	/
CC(=O)c1c(C)[nH]c(C(=O)N2CCN(C(=O)c3ccco3)CC2)c1C	-3	-2	22	-14	-2	2	118	-8	-6
CN(C)CCn1c(NC(=O)c2ccc(Cl)cc2)nc2ccccc21	-1	3	8	1	-3	2	122	-7	-7
Cc1cc(C)nc(SCCC(=O)N(C)C)n1	-12	-1	8	-6	-2	6	84	4[fluorescence artefact?]	0
O=C(CN1CCOCC1)NCCC12CC3CC(CC(C3)C1)C2	-6	-2	-8	6	-2	5	/	/	/
COc1cc(C(=O)Nc2cccc(-c3nncn3C)c2)cc(OC)c1OC	-8	3	-11	1	5	4	90	7	7
COCCCn1c2nc3ccccc3nc2c2c(=O)n(-c3ccccc3OC)cnc21	3	-8	-3	-23	-2	2	92	1	0
c1ccc(-c2noc(-c3ccc4c(c3)OCO4)n2)nc1	/	/	/	32	-6	/	45	57*	62*[fluorescence artefact?]
CCn1c(C)csc1=NC(=O)c1ccccc1	-5	6	-17	-22	0	12	/	/	/
Cc1ccc(-n2c(SCC(=O)NCc3ccco3)nc3nc4c(cc3c2=O)COC(C)(C)C4)cc1	/	/	/	61	2	/	93	14	1
O=C(NCc1ccco1)c1ccc(NC(=O)C2COc3ccccc3O2)cc1 (stereo not drawn)	-6	3	10	1	-7	5	114	2	0
COc1ccccc1C(=O)NC(C)C(c1cccs1)N1CCOCC1 (stereo not drawn)	-14	0	-2	-12	0	-1	110	-32[fluorescence artefact?]	-25
CCN(CC)CCCN1C(=O)C(=O)/C(=C(/O)c2ccccc2)C1c1cc(OC)ccc1OC (stereo not drawn)	/	/	/	-2	2	/	114[fluorescence artefact?]	-11	-7
Nn1c(SC/C=C/c2ccccc2)nnc1-c1ccccn1	-5	3	-11	-12	-4	3	117	-8	-6
CC(C)n1cc(NC(=O)c2cc(-c3ccccc3)on2)cn1	3	-2	7	9	-8	6	93	-12	17
Cc1ccc(SCc2cc(=O)[nH]c(Nc3nc(C)c4cccc(C)c4n3)n2)cc1	-2	-6	-44	/	/	5	/	/	/
Cc1ccc(C(=O)NCCNc2ccc(Cl)cc2[N+](=O)[O-])o1	2	7	-10	3	-5	8	/	/	/
Cc1ccc(C(=O)C(OC(=O)CNC(=O)c2ccc(Cl)cc2)c2ccccc2)cc1 (stereo not drawn)	-9	-1	22	-3	7	10	/	/	/
O=C(O)c1cccc(CSc2nnc(-c3ccco3)o2)c1	-3	-1	-8	-27	0	2	103	4[fluorescence artefact?]	12[fluorescence artefact?]
COC(=O)c1cc2c(cc1Cl)SC(=NCCCN1CCOCC1)NS2(=O)=O	-8	3	20	-9	7	2	125	4	-4
OC1CCCN(Cc2cccc3ccccc23)C1 (stereo not drawn)	/	/	/	-11	2	/	94	-5	-5
CCC(C)NS(=O)(=O)c1ccc(S(=O)(=O)Nc2cc3c(cc2C(C)=O)OCO3)cc1 (stereo not drawn)	-11	-6	0	-1	2	7	88	6	-3
O=C(CN1CCC(O)CC1)N1c2ccccc2C=Cc2ccccc21	/	/	/	1	-5	/	115	4[fluorescence artefact?]	6[fluorescence artefact?]
COC(=O)c1ccccc1NC=C1C(=O)OC2(CCCCC2)OC1=O	/	/	/	-9	-8	/	122	-2	-8
O=C1C=C(NCc2ccco2)CC(c2ccc(Cl)cc2)C1 (stereo not drawn)	-18	-5	13	-26	2	-3	109	2	2
COc1ccc(C(C)(C)C)cc1NC(=O)c1ccoc1C	-11	1	21	-12	3	13	104	-4	-6
CCc1ccc(N=CC23c4ccccc4C(c4ccccc42)C2C(=O)N(c4ccc(OC)cc4)C(=O)C23)cc1 (stereo not drawn)	-8	0	19	/	/	3	/	/	/
O=c1c(-c2ccc(F)cc2)coc2cc(O)ccc12	-3	0	-11	9	-3	7	66[fluorescence artefact?]	-6[fluorescence artefact?]	0[fluorescence artefact?]
C=C(C)CC1N(c2cccc(OC)c2)C(=O)C2C(C(=O)O)C3C=CC21O3 (stereo not drawn)	0	-1	-3	-9	2	0	115	-2	-3
O=C(COC(=O)c1ccccc1NC(=O)c1ccco1)NCC1CCCCC1	-11	2	-22	1	5	8	/	/	/
Cc1c2c([n+]3n1CCC3)CC(C)(C)CC2=O	/	/	/	5	1	/	99	9[fluorescence artefact?]	9[fluorescence artefact?]
COCCNC(=O)c1c(N)n(CCCn2ccnc2)c2nc3ccccc3nc12	-3	24*	-11	-5	-4	14	175[fluorescence artefact?]	20	13
CC1(C)CC(=O)C2=C(C1)N(c1ccccc1)C(N)=C(C#N)C2c1cccnc1 (stereo not drawn)	-11	10	-33	/	/	-6	105	-8	-3
C=CCn1c(SCC(=O)NCc2ccccc2)nnc1C1CCCCC1	-11	7	6	-20	2	1	113	-2[fluorescence artefact?]	3[fluorescence artefact?]
COc1cc(-c2nc3cnccn3c2Nc2ccc3c(c2)OCCO3)ccc1O	/	/	/	5	4	/	100	3[fluorescence artefact?]	12
COC(=O)c1cc(C#N)c(Oc2ccccc2)nc1C	-6	-7	15	/	/	5	/	/	/
O=c1[nH]n(Cc2ccccc2)c(=O)c2ccccc12	-11	3	-12	/	/	-9	/	/	/

Shown as labelled records: part of the list above.
O=C(COC(=O)c1ccccc1NC(=O)c1ccco1)NCC1CCCCC1
  PLK1 kinase inh = -11	FAK inh = 2	PLK1 PBD inh = -22	Mac1 fbg inh = 1	CD11b adhes enh = 5	Rev-RRE block = 8	ERa coact pot = /	ERb SRC1 inh = /	ERa SRC1 inh = /
Cc1c2c([n+]3n1CCC3)CC(C)(C)CC2=O
  PLK1 kinase inh = /	FAK inh = /	PLK1 PBD inh = /	Mac1 fbg inh = 5	CD11b adhes enh = 1	Rev-RRE block = /	ERa coact pot = 99	ERb SRC1 inh = 9[fluorescence artefact?]	ERa SRC1 inh = 9[fluorescence artefact?]
COCCNC(=O)c1c(N)n(CCCn2ccnc2)c2nc3ccccc3nc12
  PLK1 kinase inh = -3	FAK inh = 24*	PLK1 PBD inh = -11	Mac1 fbg inh = -5	CD11b adhes enh = -4	Rev-RRE block = 14	ERa coact pot = 175[fluorescence artefact?]	ERb SRC1 inh = 20	ERa SRC1 inh = 13
CC1(C)CC(=O)C2=C(C1)N(c1ccccc1)C(N)=C(C#N)C2c1cccnc1 (stereo not drawn)
  PLK1 kinase inh = -11	FAK inh = 10	PLK1 PBD inh = -33	Mac1 fbg inh = /	CD11b adhes enh = /	Rev-RRE block = -6	ERa coact pot = 105	ERb SRC1 inh = -8	ERa SRC1 inh = -3

(cont.)
SMILES	PLK1 kinase inh	FAK inh	PLK1 PBD inh	Mac1 fbg inh	CD11b adhes enh	Rev-RRE block	ERa coact pot	ERb SRC1 inh	ERa SRC1 inh
N#C/C(=C\c1cn[nH]c1-c1ccc(Cl)cc1)C(=O)NCc1ccccc1	0	6	4	11	-4	15	/	/	/
Cc1cc2c3c(c1)C1(C(=O)N3C(C)(C)CC2C)C(C#N)=C(N)OC2=C1C(=O)CC(C)(C)C2 (stereo not drawn)	-10	0	-26	/	/	-1	101[fluorescence artefact?]	1[fluorescence artefact?]	29
COc1ccc(CCNC(=O)c2cc3ccccn3n2)c(OC)c1OC	3	7	-33	-1	-2	7	94	1	-1
CC(Sc1ccccc1)C(=O)Nc1ccc(S(=O)(=O)N2CCOCC2)cc1 (stereo not drawn)	-14	-1	-7	-5	-3	-2	81	11	9
CCOC(=O)c1cccc(NC(=O)C2CCN(S(=O)(=O)c3cnc[nH]3)CC2)c1	-4	-1	-5	-5	-2	4	115[fluorescence artefact?]	0[fluorescence artefact?]	1
CCOc1ccc(CN(C(=O)c2ccco2)C2CCS(=O)(=O)C2)cc1 (stereo not drawn)	-1	0	3	-3	3	1	102	-3	2
O=C(NC1CCCCCC1)C1CCN(C(=O)Cc2ccccc2)CC1	-4	5	-5	-20	-2	1	117	-4	-4
Cc1ccc(C(=O)O/N=C(\N)c2ccc(Br)cc2)cc1	-16	6	5	-45	-2	3	102	12[fluorescence artefact?]	13
COC(=O)C1Cc2c([nH]c3ccccc23)CN1 (stereo not drawn)	-3	-1	16	/	/	9	104	-7	-5
COCc1cc(C)nc(SCC(=O)N2CCC(C)CC2)c1C#N	-6	1	7	19	0	10	114	0	-7
CC(=O)Nc1ccc(S(=O)(=O)Nc2nc3n(n2)C(c2ccccc2)CC(=O)N3)cc1 (stereo not drawn)	-12	-1	-5	-49	-1	10	123	-21[fluorescence artefact?]	-19
CC(Sc1ccc(Br)cc1)C(N)=O (stereo not drawn)	0	-2	-36	-5	-2	4	110	-13	-12
COc1ccc(NC(=O)C23CCC(C)(C(=O)C2)C3(C)C)cc1 (stereo not drawn)	-1	-3	-15	-14	0	-1	107[fluorescence artefact?]	-7	16

Structures above marked active in ERb SRC1 inh:
SMILES	PLK1 kinase inh	FAK inh	PLK1 PBD inh	Mac1 fbg inh	CD11b adhes enh	Rev-RRE block	ERa coact pot	ERb SRC1 inh	ERa SRC1 inh
c1ccc(-c2noc(-c3ccc4c(c3)OCO4)n2)nc1	/	/	/	32	-6	/	45	57*	62*[fluorescence artefact?]
